# PTHR1 agonist: qHTS for PTHR1 Agonists: Primary Screen; AID 743266, 2014; Parathyroid hormone/parathyroid hormone-related peptide receptor (Homo sapiens), Q03431; HEK293 GP2 PTHR1 cells, GloSensor cAMP luminescence, 1 h; actives 0.075% (n = 410,000); Potency, µM (series often up to 115 µM), without a hit: at the top dose activation, most hits filed as activators; also: potency is read from the fitted curve at half-maximal effect; nearly all actives have a fitted effect of over 55% in size; some results filed as inactive show a strong effect at the top dose; inactives centre near -15; many of its hits are not listed in these tables
#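 HEK-293-derived GP2 cells expressing PTHR1 and a GloSensor cAMP reporter, 3,000/well, plated overnight, given luciferin plus IBMX (each 0.5 mM as added) for 1 h at 37 °C, then compound for 1 h at 37 °C. Luminescence was read after 15 min at room temperature.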
# PI5P4Ka inh: qHTS for Inhibitors of phosphatidylinositol 5-phosphate 4-kinase (PI5P4K). Phosphatidylinositol 5-phosphate 4-kinase type-2 alpha (Homo sapiens), P48426. PI5P4Kalpha enzyme, ADP-Glo luminescence, 60 min; hits give low values. max response, %. actives 1.2% (n = 330,000); active = max response of -50% or lower; inconclusive = between -30% and -50%; inactive = -30% or higher; also: value at the top dose of about 77 µM; % is scaled to controls: 0 for no effect and ±100 for the full control effect
# Target sequence (P48426 whole entry, looked up): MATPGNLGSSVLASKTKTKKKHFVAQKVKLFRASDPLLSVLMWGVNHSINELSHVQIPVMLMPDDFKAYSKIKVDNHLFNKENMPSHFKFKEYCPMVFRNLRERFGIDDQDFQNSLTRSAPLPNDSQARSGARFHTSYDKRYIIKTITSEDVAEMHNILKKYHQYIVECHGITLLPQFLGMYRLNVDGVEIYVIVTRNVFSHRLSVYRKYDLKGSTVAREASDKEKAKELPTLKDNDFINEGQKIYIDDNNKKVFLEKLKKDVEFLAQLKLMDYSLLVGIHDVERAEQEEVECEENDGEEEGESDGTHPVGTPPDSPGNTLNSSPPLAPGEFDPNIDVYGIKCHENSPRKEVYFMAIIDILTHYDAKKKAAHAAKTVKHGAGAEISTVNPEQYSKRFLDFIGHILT
#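 Compounds were pin-transferred onto PI5P4Kalpha and substrate in HEPES pH 7.4 buffer with EGTA, CHAPS and 5% DMSO. ATP (5 microM final) started the reaction, which ran 60 minutes at room temperature before ADP-Glo detection.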
# IL2 activator: qHTS of IL-2 Activators. activation, % (series mostly up to about 46 µM). IL-2 activation reporter assay, cell-based qHTS; stimulated with anti-CD3/CD4/CD28 beads; in transgenic mouse T cells. AID 652025, 2013. actives 0.065% (n = 360,000); in the data active = activation above about 50%; inconclusive = mostly about 30% to 49%; also: 0% is about no effect
#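 Readout: EGFP and DsRed signals by fluorescent plate cytometry. Unstimulated transgenic mouse T cells received compound 60 min before antibody-bead stimulation, then incubated 18 h at 37 degrees C.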
# EPAC1 agonist: qHTS for Agonist of cAMP-regulated guanine nucleotide exchange factor 3 (EPAC1): primary screen. EPAC1 agonist qHTS, biochemical assay; response scale: 100% = response to 6.5 mM cAMP. Rap guanine nucleotide exchange factor 3 (Homo sapiens), O95398. Potency, µM (top dose mostly 154 µM), for inactives: top-dose activation, hits mostly activators. actives 0.073% (n = 360,000); also: potency is read from the fitted curve at half-maximal effect; nearly all actives have a fitted effect of over 60% in size
#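 Read-out is the fluorescence drop as BODIPY-GDP leaves Rap1B (480 nm excitation, 540 nm emission), recorded every 5 minutes over 30 minutes. Reactions held 100 nM EPAC1, 250 nM Rap1B–BODIPY-GDP and 50 uM GDP, with 6.5 mM cAMP setting full activation.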
# HEK293 tox: qHTS of GLP-1 Receptor Inverse Agonists: Cytotox Screen | HEK293 cAMP-luciferase reporter cells, luminescence, 24 h | Potency, µM (titrated, usually from 38.3 µM), for inactives: at the highest dose activity change, negative = inhibition, usual class: inhibitors | actives 0.13% (n = 410,000) | AID 624418, 2012;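 also: loss of luciferase light is scored as toxicity; potency is read from the fitted curve at half-maximal effect; % is scaled to controls: 0 for no effect and ±100 for the full control effect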
#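 Luminescence readout: signal drop marks cytotoxicity. Plated cells grew 12 h at 37 °C, 5% CO2, received 23 nL compound for 24 h, then got luciferase reagent, read after 12 min at RT.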
# EPAC1 antag: qHTS for Antagonist of cAMP-regulated guanine nucleotide exchange factor 3 (EPAC1): primary screen. Rap guanine nucleotide exchange factor 3 (Homo sapiens), O95398. EPAC1 GEF assay, Rap1b-BODIPY-GDP exchange fluorescence. Potency, µM (doses to about 115 µM), for the others: top-dose activity change, negative = inhibition, usual class: inhibitors. actives 0.14% (n = 360,000). AID 720709, 2013;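 also: potency is read from the fitted curve at half-maximal effect; plate controls were vehicle for no effect and positive control for full effect; nearly all actives have a fitted effect of over 50% in size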
# GLP-1R agonist: qHTS of GLP-1 Receptor Agonists | Glucagon-like peptide 1 receptor (Homo sapiens), P43220 | HEK293 GLP-1R CRE-luciferase, luminescence, 4-6 h; cells express a hypersensitive GLP-1R form | actives 0.007% (n = 380,000) | Potency, µM (doses to about 45.6 µM), inactives show at the top dose activation, hits mostly activators; also: potency is read from the fitted curve at half-maximal effect; % of control where 0% means no effect
# Target sequence (P43220 whole entry, looked up): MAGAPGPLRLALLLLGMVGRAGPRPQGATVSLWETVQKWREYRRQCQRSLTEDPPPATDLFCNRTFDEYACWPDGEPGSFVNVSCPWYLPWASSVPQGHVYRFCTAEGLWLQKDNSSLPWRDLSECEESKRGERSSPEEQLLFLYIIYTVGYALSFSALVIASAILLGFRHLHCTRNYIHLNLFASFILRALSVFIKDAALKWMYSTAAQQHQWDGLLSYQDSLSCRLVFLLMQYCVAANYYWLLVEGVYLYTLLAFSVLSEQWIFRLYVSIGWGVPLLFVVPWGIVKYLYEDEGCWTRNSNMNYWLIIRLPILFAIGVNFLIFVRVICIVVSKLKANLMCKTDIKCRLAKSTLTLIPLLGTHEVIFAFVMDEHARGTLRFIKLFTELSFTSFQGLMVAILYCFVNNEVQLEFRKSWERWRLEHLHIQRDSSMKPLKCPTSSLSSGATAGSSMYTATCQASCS
# GLP-1R inv ag: qHTS of GLP-1 Receptor Inverse Agonists (Inhibition Mode); AID 624417, 2012; HEK293 GLP-1R CRE-luciferase, luminescence, 24 h; GLP-1R form is constitutively active; Potency, µM (doses to about 38.3 µM), for the others: at the top dose activity change, negative = inhibition, most hits filed as inhibitors; actives 1.6% (n = 410,000); Glucagon-like peptide 1 receptor (Homo sapiens), P43220; also: potency is read from the fitted curve at half-maximal effect; % is scaled to controls: 0 for no effect and ±100 for the full control effect; nearly all actives have a fitted effect of over 55% in size
#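 Assay principle: reduced luminescence from a cAMP-responsive reporter in HEK293 cells co-expressing a constitutively active GLP-1R. Conditions: 24 hr compound incubation, 37 deg C, 5% CO2.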
# PLK1 PBD inh: qHTS for Inhibitors of PLK1-PDB (polo-like kinase 1 - polo-box domain): Primary Screen | Serine/threonine-protein kinase PLK1 (Homo sapiens), P53350 | Plk1 PBD binding of FITC phosphopeptide, fluorescence polarization | Potency, µM, for the others: max response, negative = inhibition, usual class: inhibitors | actives 2.8% (n = 360,000) | AID 720504, 2013; also: potency is read from the fitted curve at half-maximal effect; series mostly up to about 57 µM; % is scaled to controls: 0 for no effect and ±100 for the full control effect; nearly all actives have a fitted effect of over 65% in size
# * marks the source's active call; other numbers are inactive results; i = inactive; ? = inconclusive; . = no result given; & = joins results of further samples; ! = repeats disagree; [ ] = another dose, or the depositor's remark. Unless noted, calls follow the shape of the dose curve; as a rule, active = well fitted curve in the direction sought with a large enough effect; inconclusive = small, poorly fitted or top-dose-only effect, or another doubt; inactive = no such curve, though single readings can be large; an effect the other way counts as inactive or inconclusive.
SMILES,PTHR1 agonist,PI5P4Ka inh,IL2 activator,EPAC1 agonist,HEK293 tox,EPAC1 antag,GLP-1R agonist,GLP-1R inv ag,PLK1 PBD inh
COc1ccc(-c2cc(C)no2)cc1S(=O)(=O)N1CCN(c2ccccc2F)CC1,-30%,6,-2.6,13%,8%&20%,-6%,8%,10µM*!,-4%
CCN(CC)C(=O)[C@H]1C[C@H](CC(=O)NCC23CC4CC(CC(C4)C2)C3)C(=O)N2CCc3c([nH]c4ccc(Cl)cc34)[C@]12C,-9%,-1,-0.8,-7%,-9%,-21%,0%,?,-11%
Cc1cccnc1C(NC(=O)C1CCN(CCCc2ccccc2)CC1)c1ccc(F)cc1 (configuration not stated),-24%,-7,2.2,-11%,1%,-1%,-1%,?,0%
Cc1cc(N2C(=O)C(O)=C(C(=O)c3cc4ccccc4o3)C2c2ccc(Cl)cc2)no1 (configuration not stated),-20%,-72*,-1.0,-8%,-27%,4%,0%,?,?
COc1ccc(OCC(=O)OCC(=O)Nc2cc(S(=O)(=O)N3CCOCC3)ccc2Cl)cc1,-24%,-9,-2.2,-6%,-2%,10%,-1%,10%,4%
O=c1nc(Nc2ccccc2)oc2ccccc12,i,-6,-1.4,-5%,16%,-3%,9%,14%,0%
O=C(Nc1nccs1)c1nc(-c2ccccc2)n(-c2ccccc2)n1,-18%,-6,2.0,-6%,1%,3%,-4%,0%,5%
CC1(C)c2[nH]c3ccccc3c2C[C@H]2C(=O)N(CCCO)CC(=O)N21,i,-3,-0.3,-7%,3%,-9%,2%,4%,4%
COc1ccc(-c2ccc(CN3C(C)C(=O)N(Cc4cn(CCC5OCCO5)nn4)CCS3(=O)=O)cc2)cc1 (configuration not stated),-6%,?,-3.8,4%,-21%,-8%,7%,?,42µM*
CCN(CC)CCNC(=O)c1ccc(NC(=O)c2cc(-c3ccco3)nc3ccccc23)cc1,i,-2,-0.6,7%,?,6%,6%,68%[activator],-22%
CCc1ccc(C(N)=S)cc1,i,-1,-2.3,6%,?,7%,3%,?,0%
COC(=O)C(C(=O)OC)c1ccccc1NS(=O)(=O)c1c(C)cc(C)cc1C,-14%,4,0.4,-14%,-11%,4%,.,?,1%
CCN(C(=O)COC(=O)c1ccccc1Cc1ccccc1)C1CCS(=O)(=O)C1 (configuration not stated),i,7,-0.4,5%,-6%,-9%,3%,6%,-2%
COc1ccc(N2CC3=C(C2=O)C(c2ccc(Br)cc2)NC(=O)N3C)cc1 (configuration not stated),i,.,.,.,-6%,.,-1%,-20%,.
O=C(Cc1ccc(Cl)cc1)Nc1ccc(-c2cc3ccccc3oc2=O)c(Cl)c1,-26%,2,-0.7,19%,?,13%,-1%,0%,-8%
COc1ccc(NC(=O)CCN2CCOCC2)c(OC)c1,-15%,1,0.1,-1%,0%,2%,-11%,31%[activator],-4%
CN(Cc1ccccc1)C(=O)c1[nH]cnc1C(=O)Nc1ccccc1,i,8,0.0,7%,10%,-15%,7%,10%,-5%
CC(=O)Nc1cc(-c2ccc(F)cc2)cn2c(-c3ccc(S(C)(=O)=O)cc3)cnc12,-56%[inhibitor],-10,-0.2,6%,-4%,-21%,27%,3%,-27%
CN(Cc1ccccc1)C(=O)[C@@H]1CCCN1C(=O)[C@@H]1CCCN1C(=O)c1cccs1,i,0,0.7,12%,3%,1%,-1%,19%,-3%
O=C(C1CC1)N1CCN(c2ccnc3cc(Cl)ccc23)CC1,i,-17,-2.4,-11%,-8%,1%,0%,-3%,1%
O=C(O)c1ccc(OCc2cn3ccccc3n2)cc1,i,3,-0.1,12%,11%,15%,1%,23%,-8%
Cc1cc(=O)[nH]c(SCC(=O)Nc2cccc(S(=O)(=O)N3CCOCC3)c2)n1,-13%,1,-1.5,9%,9%,-3%,0%,13%,-4%
Cc1cc(=O)n2[nH]c(NCc3ccccc3F)nc2n1,i,-4,-0.3,0%,-1%,-23%,0%,20%,-3%
Cc1cccc(Cl)c1NC(=O)N1CCN(c2ccnc3cc(Cl)ccc23)CC1,-40%[inhibitor],-1,-1.0,5%,1%,-10%,6%,?,-5%
COc1ccc(Oc2ccc(-c3ccn[nH]3)cc2)cc1,-13%,15,-0.3,10%,4%,-15%,-5%,-27%,0%
O=C(NNC(=O)c1ccc(Br)o1)c1ccc(NS(=O)(=O)c2cccs2)cc1,-24%,-5,-3.6,-5%,-8%,9%,-2%,1%,-2%
O=C(O)CC1(CC(=O)Nc2cccc(C(=O)O)c2)CCCC1,i,-26,-1.3,13%,18%,-7%,-7%,4%,-6%
COc1ccccc1CNC(=O)C/C(C)=N/NC(=O)Cc1ccccc1,-2%[57.5 µM],.,2.5,-7%,3%,5%,-2%,-14%,-1%
CCCc1cc(=O)[nH]c(SCc2nc3ccccc3s2)n1,i,.,-2.7,-1%,-24%,0%,-3%,0%,-4%
COc1ccc(CC(=O)OCC(=O)N2c3ccccc3CC2C)cc1OC (configuration not stated),i,4,-2.0,2%,4%,14%,?,16%,-9%
COc1ccc(S(=O)(=O)N2CCOC2CNC(=O)C(=O)NCCCN2CCOCC2)cc1 (configuration not stated),i,3,-1.0,10%,0%,-14%,-8%,-10%,-4%
COc1ccc(C(=O)Nc2ccc(NC(=O)C3CC3)cn2)cc1,-22%,2,-0.8,-6%,-4%,-13%,4%,5%,-3%
COC(=O)CSc1nc2sc(C)c(C)c2c(=O)n1C,i,.,-2.1,11%,3%,-8%,18%,57%[activator],-8%
O=c1c2cnn(-c3ccc(F)cc3)c2ncn1Cc1ccc(F)cc1,-35%[inhibitor],-8,2.2,0%,-3%&6%,3%,16%,0%&3%,-1%
Oc1sc(C=Nc2ccccc2)c2ccccc12,-10%[57.5 µM],.,8.6,13%,166%[activator],8%,11%,-10%,-14%
C[C@H]1CN([C@@H](C)CO)S(=O)(=O)c2ccc(Br)cc2O[C@H]1CN(C)C(=O)c1cccnc1,-3%,2,-2.7,6%,0%,-17%,2%,4%,-4%
Cc1cc(C)n(-c2nc(C)nc3c2cnn3-c2ccccc2)n1,i,-2,-0.5,3%,-8%,-6%,-14%,1%,-11%
CS(=O)(=O)c1ccc(CNC(=O)C2(C(F)(F)F)CC(CCCO)CCCO2)cc1 (configuration not stated),-17%,-7,-0.1,-18%,-8%,7%,-4%,-7%,-3%
COc1ccc(/C=C(\NC(=O)c2ccc(OC)cc2)C(=O)Nc2ccc(C(=O)O)cc2)cc1,i,-3,0.3,-3%,3%,-6%,6%,16%,0%
Cc1ccc(-n2cc(CNC(C)c3cnn(C)c3)c(-c3ccc(F)cc3)n2)cc1 (configuration not stated),-11%,29,-3.3,14%,2%,-1%,16%,?,-10%

# Overlap with the part before: two entries, followed by the next part.
SMILES,PTHR1 agonist,PI5P4Ka inh,IL2 activator,EPAC1 agonist,HEK293 tox,EPAC1 antag,GLP-1R agonist,GLP-1R inv ag,PLK1 PBD inh
COc1ccc(/C=C(\NC(=O)c2ccc(OC)cc2)C(=O)Nc2ccc(C(=O)O)cc2)cc1,i,-3,0.3,-3%,3%,-6%,6%,16%,0%
Cc1ccc(-n2cc(CNC(C)c3cnn(C)c3)c(-c3ccc(F)cc3)n2)cc1 (configuration not stated),-11%,29,-3.3,14%,2%,-1%,16%,?,-10%
Cc1ccccc1CN1CCCC(C(=O)N2CCCCC2)C1 (configuration not stated),-15%,-2,1.2,1%,4%,-7%,3%,2%,-14%
COc1ccc(OC)c(NC(=O)c2nc(S(=O)(=O)Cc3ccccc3)ncc2Cl)c1,-1%,-14,-4.9,-5%,22%,?,8%,-8%,?
Cc1ccc2nc(NC(=O)c3ccc(NS(=O)(=O)c4cccs4)cc3)sc2c1,-24%,-28,0.6,4%,13%,?,-1%,11%,-10%
CC(=O)c1cccc(NC(=O)N2CCCC2C(=O)NC2CCCC2)c1 (configuration not stated),-5%,-4,1.4,3%,3%,4%,-2%,12%,-1%
COc1ccc(Cn2c(C(=O)O)c(CNCCc3ccco3)c3ccc(OC)cc32)cc1,-17%,.,.,.,-12%,.,0%,13%,.
COc1ccc(C2C(C(=O)c3cccs3)=C(O)C(=O)N2c2nnc(C)s2)cc1OC (configuration not stated),i,.,4.2,8%,?,12%,6%,19%,?
O=C(Nc1nncs1)C12CC3CC(CC(C3)C1)C2,i,-1,-0.1,4%,2%,9%,2%,?,-10%
CCCCNc1cc(C)oc(=O)c1C(C)=O,i,.,1.5,-2%,-3%,5%,1%,0%,-1%
CCN(C(=O)COC(=O)CSc1ccc(C(N)=O)cc1[N+](=O)[O-])C1CCCCC1,-71%[inhibitor],2,-3.9,-3%,8%,13%,-3%,7%,-12%
COc1ccc(CNC(=O)C2CC(c3ccc(OC)cc3)=NO2)cc1 (configuration not stated),i,.,-1.9,2%,?,3%,2%,0%,-8%
CN(Cc1cccc(Cl)c1Cl)CC(O)COc1ccccc1 (configuration not stated),i,3,-0.7,2%,-2%,-7%,8%,?,-16%
O=C(CN1CCN(c2ccccn2)CC1)Nc1ccccc1F,i,-17,1.8,10%,2%,8%,6%,-8%,-3%
O=C(COC(=O)/C=C/c1ccc(Cl)cc1)NCCc1ccccc1,i,-3,-1.2,1%,-12%,-15%,0%,0%,-3%
COc1cc2nc(CN(C)Cc3ccc(SC)cc3)[nH]c(=O)c2cc1OC,i,0,-2.6,-12%,-5%,-6%,-2%,-10%,-12%

# Screening results deposited in PubChem by National Center for Advancing Translational Sciences (NCATS).

# This is a subset; count on the stated rates, not on these rows.
